Screening results (PubChem BioAssay)
Rab9 prom act: activators of Rab9 promoter. AID 485297. Potency, µM (doses to about 9.22 µM), for inactives: at the top dose activation, negative = inhibition, most hits filed as activators. Huh7 Rab9 promoter-luciferase reporter, luminescence, 24 h. 320,000 tested, 2.8% active; note: % of control where 0% means no effect; nearly all actives have a fitted effect of over 60% in size
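Stable Rab9-luc Huh7, 1500 cells/well, 2 h settle; cmpd in DMSO, 24 h, 37 °C/5% CO2; luciferase reagent 10 min RT; luminescence.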
MBNL1-CUG inh: blocks human MBNL1 binding to CUG repeat RNA; TR-FRET MBNL1-His/biotin-(CUG)12 binding, 665/545 ratio; Potency, µM (top dose mostly 57.5 µM), for inactives: at the highest dose activity change, negative = inhibition, hits mostly inhibitors; 280,000 tested, 0.036% active; active = well fitted inhibition curve with a large enough effect in the signal ratio, with a control signal flat, not every such curve was filed as active; inconclusive = small, poorly fitted or top-dose-only effect, or effect the other way, or a change in a side signal; inactive = no such curve, though single readings can be large or run the other way; the % refers to the signal ratio; note: % is set by controls: 0 for no effect and ±100 for the full control effect
Target sequence (Q9NR56 whole entry, looked up): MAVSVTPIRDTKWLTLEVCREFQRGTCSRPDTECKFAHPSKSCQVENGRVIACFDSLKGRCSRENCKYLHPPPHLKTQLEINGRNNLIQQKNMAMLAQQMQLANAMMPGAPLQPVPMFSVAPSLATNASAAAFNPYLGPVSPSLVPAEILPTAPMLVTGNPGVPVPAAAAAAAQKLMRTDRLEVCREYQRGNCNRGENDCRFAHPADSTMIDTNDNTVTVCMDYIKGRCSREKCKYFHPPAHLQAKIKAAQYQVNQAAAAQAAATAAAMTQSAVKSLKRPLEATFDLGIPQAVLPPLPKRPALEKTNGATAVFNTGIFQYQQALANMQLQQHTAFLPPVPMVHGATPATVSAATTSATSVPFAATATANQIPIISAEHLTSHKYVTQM
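Ratiometric TR-FRET (665 over 545 nm, excitation 340 nm) tracks disruption of MBNL1-His/biotin-(CUG)12 complex after 60 min at room temperature, with compounds at 92 nM to 58 uM final.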
uPA surface inh: cell surface uPA generation inhibition; AID 540303; Potency, µM (highest dose often 38.3 µM), for inactives: at the top dose activity change, negative = inhibition, actives largely listed as inhibitors; 330,000 tested, 0.31% active; cell surface uPA generation assay, qHTS; active = well fitted inhibition curve with a large enough effect; inconclusive = small, poorly fitted or top-dose-only effect; inactive = no such curve, though single readings can be large or run the other way; tested in mouse RAW 264.7 cells; note: % is set by controls: 0 for no effect and ±100 for the full control effect; nearly all actives have a fitted effect of over 55% in size
RORg inh: inhibitors of mouse ROR gamma transcriptional activity; P51450; Drosophila S2 Gal4-RORgamma UAS-luciferase reporter, 20 h; Potency, µM (titrated, usually from 53.6 µM), inactives show at the highest dose activity change, negative = inhibition, usual class: inhibitors; 310,000 tested, 5.4% active; note: % is set by controls: 0 for no effect and ±100 for the full control effect; nearly all actives have a fitted effect of over 60% in size
Target sequence (P51450 whole entry, looked up, the tested form may be a part): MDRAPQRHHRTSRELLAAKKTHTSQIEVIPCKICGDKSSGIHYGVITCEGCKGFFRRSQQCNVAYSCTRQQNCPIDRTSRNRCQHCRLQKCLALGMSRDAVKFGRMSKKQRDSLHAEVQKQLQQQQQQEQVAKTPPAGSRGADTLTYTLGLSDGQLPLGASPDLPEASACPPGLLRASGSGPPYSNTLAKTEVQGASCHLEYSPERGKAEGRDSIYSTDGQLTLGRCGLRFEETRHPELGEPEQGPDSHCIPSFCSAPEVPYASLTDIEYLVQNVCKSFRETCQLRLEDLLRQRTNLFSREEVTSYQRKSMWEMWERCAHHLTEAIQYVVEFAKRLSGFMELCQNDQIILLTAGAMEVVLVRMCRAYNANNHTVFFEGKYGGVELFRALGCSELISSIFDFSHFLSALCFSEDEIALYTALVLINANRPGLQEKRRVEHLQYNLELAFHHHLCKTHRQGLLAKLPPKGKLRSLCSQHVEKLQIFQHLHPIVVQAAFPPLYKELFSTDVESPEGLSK
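In this cell-based reporter format, copper sulfate (700 uM final) drives Gal4–ROR gamma fusion expression from a metallothionein promoter in Drosophila Schneider cells; compounds preincubated 1 hr, reporter read after 20 hr at ambient temperature.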
NPC1 prom act: activates the NPC1 promoter | Huh7 NPC1 promoter luciferase reporter, 24 h | Potency, µM (series often up to 9.22 µM), inactives show top-dose activation, most hits filed as activators | 320,000 tested, 2.4% active | AID 485313;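 note: % of control where 0% means no effect; nearly all actives have a fitted effect of over 60% in size; reporter is driven by a mutant NPC1 promoter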
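In 1536-well qHTS, Huh7 cells harboring an NPC1 promoter–luciferase construct received compound for 24 h; activation was quantified by luminescence following luciferase reagent addition.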
FLuc counter: firefly luciferase modulation, counter-screen for miR-21 project; P08659; AID 588342; Potency, µM (top dose mostly 57.5 µM), without a hit: at the highest dose activity change, negative = inhibition, hits mostly inhibitors; 360,000 tested, 6.9% active; purified FLuc, Km substrates, luminescence inhibition;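 note: plate controls were vehicle for no effect and reference inhibitor for full effect; nearly all actives have a fitted effect of over 55% in size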
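Biochemical qHTS of compounds, final roughly 60 µM downward over six points, against 10 nM purified firefly luciferase using Km concentrations of substrates (10 uM D-luciferin, 10 uM ATP) in Tris acetate pH 7.5 buffer; luminescence output.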
ELG1 genotox: inducers of genotoxicity in HEK293T ELG1-luciferase cells. Potency, µM (highest dose often 46 µM), inactives show at the top dose activity change, positive = activation, usual class: activators. AID 504466. 330,000 tested, 1.3% active. HEK293T ELG1-luciferase reporter, luminescence, 16 h; note: % of control where 0% means no effect; nearly all actives have a fitted effect of over 60% in size
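Reporter readout depends on ELG1 protein level, which increases with genetic stress. After 16 hr compound exposure at 37 °C, luciferase activity was quantified using ONE-Glo.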
BRCA1 expr up: activators of BRCA1 expression; MCF7-BRCA1-FFLuc reporter, luminescence, 48 h; response scale: scaled: vehicle 0%, 10 µM genistein 100%; Potency, µM (top dose mostly 46.1 µM), for inactives: at the top dose activation, most hits filed as activators; 380,000 tested, 1.1% active; AID 624202; note: nearly all actives have a fitted effect of over 80% in size; some results filed as inactive show a strong effect at the top dose
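48 h compound treatment of MCF7-BRCA1-FFLuc cells (phenol-red free MEM, 37 °C), then 15 min with luciferase substrate and luminescence imaging.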
Gal4-VP16 FLuc: counter-screen for ROR gamma inhibitors: Gal4-VP16 reporter. Potency, µM (titrated, usually from 53.6 µM), for the others: at the top dose activity, negative = inhibition, hits mostly inhibitors. AID 2546. 310,000 tested, 3.5% active. Drosophila S2 Gal4-VP16 UAS-luciferase, luminescence, 20 h;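 note: Gal4-VP16 expression switched on by copper sulfate through the metallothionein promoter; % is set by controls: 0 for no effect and ±100 for the full control effect; nearly all actives have a fitted effect of over 50% in size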
p53 reactivation: restores transcriptional activity of mutant p53. 320,000 tested, 0.063% active. AID 504706. H1299 p53-A138V BP100-luciferase reporter, luminescence, 24 h. Potency, µM (series often up to 92.2 µM), inactives show top-dose activity change, positive = activation, hits mostly activators; note: % of control where 0% means no effect; nearly all actives have a fitted effect of over 45% in size
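H1299 (p53-null), stable ts p53-A138V + BP100-Luc; 1000 cells/well, Opti-MEM/10% FBS; cpd 4 pt, 1:5; 24 h, 37 deg C, 5% CO2; detection reagent 10 min RT; luminescence.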
An asterisk follows results filed as active; ? = inconclusive; . = not tested or not shown; [ ] = another dose, or the depositor's remark. Unless noted, calls come from the whole dose curve; as a rule, active = well fitted curve in the direction sought with a large enough effect; inconclusive = small, poorly fitted or top-dose-only effect, or another doubt; inactive = no such curve, though single readings can be large; an effect the other way counts as inactive or inconclusive. Potency is the fitted concentration of half-maximal effect.

smiles,NPC1 prom act,BRCA1 expr up,ELG1 genotox,RORg inh,p53 reactivation,FLuc counter,Rab9 prom act,MBNL1-CUG inh,Gal4-VP16 FLuc,uPA surface inh
C=CCn1c(COc2ccccc2-c2ccccc2)nnc1SCC(=O)NC(=O)NCc1ccco1,1.8%,-12.7%,-3.2%,-14.3%,2.9%,-1.9%,-2.2%,2.5%,4.1%,.
Cc1ccc(C(NC(=O)N2CCOCC2)C(Cl)(Cl)Cl)cc1F (stereo not given),-4.1%,-5.0%,-4.0%,22.8%,-13.4%,0.7%,1.7%,-4.2%,-5.0%,8.3%
CCOc1ccccc1/C=C/c1onc(C)c1S(=O)(=O)N1CCC(C(=O)NC(C)C)CC1,-5.8%,0.0%,1.3%,-28.0%,1.3%,1.4%,1.7%,0.9%,-0.8%,0.7%
Cc1cc(C)nc(-n2ncc(C#N)c2N)n1,3.3%,-15.2%,-5.1%,-1.4%,0.2%,-1.7%,-0.1%,1.2%,0.5%,5.0%
CN(C)c1cc[n+](CC(=O)Nc2ccc([N+](=O)[O-])cc2Cl)cc1,-1.2%,-70.4%,-6.5%,5.6%,-3.2%,1.3%,3.1%,?,-5.6%,-0.7%
COc1ccc(-n2nnnc2SCC(=O)Nc2nnc(C)s2)cc1OC,-3.0%,3.9%,?,-3.3%,-4.4%,3.9%,12.2%,-3.0%,1.5%,-6.3%
Cc1ccc(Cl)cc1NS(=O)(=O)N1CCOCC1,3.4%,22.2%,7.0%,-9.9%,-6.0%,-3.7%,-1.4%,-2.6%,-3.6%,-1.9%
CCc1ccc(NC(=O)c2cccc(NC3=NC4CS(=O)(=O)CC4S3)c2)cc1 (stereo not given),-0.4%,13.8%,9.0%,3.1%,10.9%,13.5µM*,8.3%,4.1%,-13.9%,-7.9%
CCN1CCN(S(=O)(=O)c2cccc3nsnc23)CC1,-5.8%,0.5%,0.5%,13.0%,1.7%,1.0%,-3.2%,?,-4.7%,2.6%
COc1ccc(CCNc2oc(COc3ccc(Br)cc3)nc2C#N)cc1OC,-2.5%,-15.1%,-25.2%,7.9%,-3.1%,2.4%,-6.9%,-3.8%,-27.6%,1.5%
COc1cccc(C2C(C#N)=C(N)N(N(C)C)C3=C2C(=O)CCC3)c1 (stereo not given),-0.5%,14.3%,-6.1%,-5.3%,-3.4%,-0.3%,9.1%,-3.3%,-13.2%,-3.6%
CCN1CCN(C(=S)NCc2ccc(C)cc2)CC1,-2.0%,9.9%,0.3%,6.6%,2.6%,3.1%,-1.2%,1.0%,2.7%,3.2%
CC(=O)Nc1ccc(S(=O)(=O)Nc2c(C)n(C)n(-c3ccccc3)c2=O)cc1,0.7%,-4.0%,1.1%,-5.5%,?,-7.3%,11.3%,0.2%,-3.5%,-0.5%
Cc1ccnc(NCc2ccc(Cl)cc2)c1,-1.8%,46.0%,0.9%,-4.1%,-26.6%,?,7.4%,-1.1%,-4.5%,-4.8%
CCn1cc(C=O)c2cc(S(=O)(=O)N3CCOCC3)ccc21,-4.5%,-1.2%,0.5%,-4.1%,-8.2%,2.5%,0.9%,-4.5%[11.5 µM],-3.0%,-0.3%
CN(CC(=O)NCc1ccncc1)S(=O)(=O)c1cc(Cl)ccc1Cl,-1.6%,-2.2%,-0.9%,-20.3%,-7.3%,0.3%,2.3%,-3.9%,-1.8%,5.5%
Cc1cc(NC(=O)Nc2ccccc2F)ccc1Br,1.41µM*,40.1%,?,4.5%,16.1%,2.39µM*,1.26µM*,6.4%,?,-7.9%
O=C(Nc1nc(-c2ccccn2)cs1)c1ccccc1-n1cnnn1,-11.2%,-47.4%,10.0%,5.01µM*,6.1%,?,-26.2%,.,-14.3%,-11.9%
COc1cc(NC(=S)N2CCN(C/C=C/c3ccccc3)CC2)cc(OC)c1,-0.6%,-9.0%,-3.9%,11.2µM*,-16.4%,0.8%,-3.0%,?,?,-9.6%
O=C(NCc1cccnc1)c1c[nH]c2cc3c(cc2c1=O)OCCO3,-0.6%,-63.9%,?,-43.4%,?,6.01µM*,2.4%,-9.3%,?,-9.8%
CCOC(=O)C1CCN(C(=O)c2cccc(S(=O)(=O)N(CC)c3ccccc3)c2)CC1,-2.2%,-8.1%,0.3%,.,-7.2%,1.7%,-4.2%,.,.,-5.9%
CCCCSc1nc(SCC(=O)NCc2ccco2)c2c3c(sc2n1)COC(C)(CC)C3 (stereo not given),-1.9%,6.7%[1.84 µM],-2.9%,-6.9%,-12.8%,-1.3%,0.5%,71.9%[activator],-11.2%,-2.0%
O=C(Nc1ccccc1N1CCCC1)C1CC(=O)N(Cc2ccccc2)C1 (stereo not given),-6.4%,-8.7%,-1.2%,.,-1.9%,1.9%,-16.4%,.,.,19.6%
COc1cccc(C(c2c(N)[nH]c(=S)[nH]c2=O)c2c(N)[nH]c(=S)[nH]c2=O)c1,-0.7%,-6.8%,-0.2%,4.5%,-5.8%,-6.8%,-2.4%,-14.7%,0.7%,2.4%
C=CCSc1nnc2c(n1)OC(c1cccnc1)N(C(C)=O)c1ccccc1-2 (stereo not given),0.4%,0.0%,-2.9%,8.2%,-1.7%,1.5%,-4.8%,?,-5.1%,0.4%
O=C(Nc1ccc(F)cc1)c1cccnc1NCCc1ccccc1,-4.5%,-38.9%,0.4%,32.2%,4.4%,?,-1.6%,-0.3%,14.2%,-0.5%
CCC(=O)c1ccc(OCC(=O)OCC(=O)c2cc(C)n(CC3CCCO3)c2C)cc1 (stereo not given),3.8%,31.1%,-0.1%,.,4.8%,-24.9%,-4.4%,.,.,-0.4%
COc1ccc(C(=O)N2CCC(C(N)=O)CC2)cc1S(=O)(=O)N1CCCC1,-4.4%,0.1%,-0.5%,.,13.6%,-17.1%,-4.4%,.,.,5.6%
CCCc1cc(Nc2c(C)n(C)n(-c3ccccc3)c2=O)n2c(nc3ccccc32)c1C#N,-0.1%,-0.2%,-4.0%,-27.2%,-6.8%,-13.0%,-0.1%,?,-1.3%,4.2%
O=C(C1=C[C@H](C2CCCCC2)C[C@H](OCCCCO)O1)N1CCN(Cc2ccc3c(c2)OCO3)CC1,-4.3%,-32.4%,-3.9%,?,-2.9%,2.0%,-1.2%,-8.3%,5.1%,-29.5%

smiles,NPC1 prom act,BRCA1 expr up,ELG1 genotox,RORg inh,p53 reactivation,FLuc counter,Rab9 prom act,MBNL1-CUG inh,Gal4-VP16 FLuc,uPA surface inh
CC1CCCCN1S(=O)(=O)Cc1ccccc1Cl (stereo not given),-0.7%,5.0%,-0.3%,?,.,0.2%,-2.6%,-5.2%,2.1%,-2.4%
CN(C)c1nc(Nc2ccc(Cl)cc2)nc(OCC#N)n1,12.2%,-55.0%,-4.0%,?,-5.7%,0.8%,-2.6%,-3.1%,-3.1%,-2.7%
COc1ccc(S(=O)(=O)NCCCN2CCCC2=O)c(OC)c1,2.7%,-0.8%,8.8%,-18.7%,6.5%,1.3%,2.6%,-4.1%,-1.7%,-1.5%
C=C(C)COc1ccc2c(C)c(CC(=O)OC)c(=O)oc2c1C,?,49.2%,9.2µM*,?,9.6%,9.53µM*,?,-5.7%,?,-20.8%
O=S(=O)(Nc1nnc(C2CCCCC2)s1)c1ccc(F)cc1,3.1%,-13.8%,2.6%,13.8%,-1.9%,1.4%,8.1%,-3.5%,0.0%,0.5%
CCOC(=O)NC1(NC2CCCCC2)Oc2ccccc2O1,6.7%,-0.1%,2.3%,?,?,2.3%,21.6%,-9.6%,10.5%,-25.9%
Cc1ccc(C(=O)OCC(=O)Nc2ccccc2Sc2ccccc2)cc1C,-2.6%,-15.6%,1.9%,14.9%,1.5%,1.5%,-2.4%,.,-13.8%,2.2%
COc1ccc(C(=O)COC(=O)CNC(=O)c2ccc(C)s2)c(OC)c1,.,-4.1%,1.4%,.,-1.7%,.,.,.,.,7.3%
S=C(NC1CCCC1)NC1CCCC1,-4.2%,-13.9%,-6.9%,2.51µM*,9.8%,-2.7%,0.4%,-0.8%,?,4.9%
COc1ccc(CCNS(=O)(=O)c2cn(C)c(=O)n(C)c2=O)cc1,2.8%,5.4%,-2.2%,5.7%,-1.6%,1.1%,6.6%,-20.2%,-14.2%,-5.9%
CCCCCCn1c(SCC(C)C)nc2c1c(=O)[nH]c(=O)n2C,-0.7%,-13.9%,10.3%,7.7%,9.0%,3.5%,-7.4%,-5.1%,0.7%,-1.0%
O=C(CNC(=O)c1ccccc1C(F)(F)F)N/N=C/c1cccs1,-0.8%,1.9%,-0.8%[9.26 µM],-10.5%,3.1%,-0.9%,-1.6%,?,-2.9%,0.5%
Cc1cc(-c2ccccc2)n2nc(N)nc2n1,-8.3%,-0.9%,5.7%,-14.8%,-1.8%,1.0%,-7.0%,-4.2%,-0.2%,-0.5%
CC1CC(c2ccccc2)NS(=O)(=O)O1 (stereo not given),1.5%,0.4%,1.3%,0.0%,.,2.7%,3.0%,-7.3%,0.6%,13.1%
Clc1ccc(-c2nnc(-c3cccc4ccccc34)o2)cc1Cl,27.5%,0.0%,-0.1%,1.8%,5.8%,-4.6%,?,2.6%,-10.8%,1.5%
